TDP1 cell noCPT – qHTS for Inhibitors of human tyrosyl-DNA phosphodiesterase 1 (TDP1): qHTS in cells in absence of CPT; DT40 Tdp1-/- hTDP1 cells, no CPT, ATP luminescence, 48 h; Potency, µM (titrated, usually from 46.2 µM), for the others: at the highest dose activity change, negative = growth inhibition, hits mostly inhibitors; 420,000 tested, 15% active; further: nearly all actives have a fitted effect of over 55% in size
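Readout: luminescence from CellTiter-Glo after 30 min in the dark at RT. Cells: DT40 Tdp1-/- with stable hTDP1, 400/well. Exposure: compounds alone, ≥48 hr, 37 °C.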
KAT2A inh – GCN5L2 (KAT2A) acetyltransferase inhibition; GCN5L2 HAT assay, ThioGlo1 CoA-SH fluorescence; Potency, µM (titrated, usually from 58.9 µM), for the others: at the top dose activity change, negative = inhibition, most hits filed as inhibitors; 390,000 tested, 0.21% active; Q92830
Target sequence (Q92830 whole entry, looked up): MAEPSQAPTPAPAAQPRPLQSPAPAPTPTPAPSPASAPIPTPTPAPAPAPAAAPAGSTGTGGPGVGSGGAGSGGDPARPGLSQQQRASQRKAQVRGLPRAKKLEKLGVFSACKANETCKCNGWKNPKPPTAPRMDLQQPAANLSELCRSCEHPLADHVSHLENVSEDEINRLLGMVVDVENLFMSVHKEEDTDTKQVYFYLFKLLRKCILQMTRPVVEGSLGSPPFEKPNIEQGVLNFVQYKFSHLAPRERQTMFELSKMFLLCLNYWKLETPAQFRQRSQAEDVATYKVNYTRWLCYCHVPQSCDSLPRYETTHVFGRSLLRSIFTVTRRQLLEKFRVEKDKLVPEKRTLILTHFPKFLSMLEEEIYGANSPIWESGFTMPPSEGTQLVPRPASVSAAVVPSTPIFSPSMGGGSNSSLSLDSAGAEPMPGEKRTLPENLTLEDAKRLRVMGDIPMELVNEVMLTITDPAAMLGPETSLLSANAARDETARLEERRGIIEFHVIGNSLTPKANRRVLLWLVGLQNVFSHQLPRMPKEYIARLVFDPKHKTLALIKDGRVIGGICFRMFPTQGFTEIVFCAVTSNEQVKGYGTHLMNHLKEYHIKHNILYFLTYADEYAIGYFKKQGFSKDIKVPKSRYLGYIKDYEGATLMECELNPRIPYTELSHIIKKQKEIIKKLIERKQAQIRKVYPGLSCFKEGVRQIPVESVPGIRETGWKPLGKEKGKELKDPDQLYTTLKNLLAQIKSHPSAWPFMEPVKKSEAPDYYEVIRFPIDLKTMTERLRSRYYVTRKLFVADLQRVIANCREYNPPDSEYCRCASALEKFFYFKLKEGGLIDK
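GCN5L2 (20nM final) in 50mM HEPES, 0.1mM EDTA pH 7.5, 0.01% Tween-20 was preincubated 15 min at room temperature with compound, then given ThioGlo1 (50uM), H3(1-25) peptide (75uM) and acetyl-CoA (70uM); CoA-thiol fluorescence (Ex340/Em540) was read at 0 and 20 min.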
TDP1 cell CPT – growth inhibition of DT40 Tdp1-/-;hTDP1 cells with camptothecin (screen for TDP1 inhibitors). chicken DT40 Tdp1-/-;hTDP1 cells + 20 nM CPT, ATP luminescence, 48 h. 420,000 tested, 12% active. AID 686979. Potency, µM (series often up to 46.2 µM), without a hit: at the top dose activity change, negative = growth inhibition, usual class: inhibitors; further: nearly all actives have a fitted effect of over 55% in size
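Chicken DT40 Tdp1-/- cells stably complemented with human TDP1 were seeded at 400 cells/well in medium containing 20 nM camptothecin, exposed to pin-transferred compounds, and grown at 37 °C for at least 48 hr. Viability was read as ATP luminescence.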
The depositor's hits bear a star; ? = inconclusive; . = no result given; [ ] = dose if it differs, or a comment. The call rests on the fitted dose curve; in most records, active means well fitted curve in the direction sought with a large enough effect; inconclusive means small, poorly fitted or top-dose-only effect, or another doubt; inactive means no such curve, though single readings can be large; an effect the other way counts as inactive or inconclusive. On the % scale 0 is the no-effect control and ±100 the full control effect; potency means the concentration at half of the fitted maximal effect. Random draw from the library. Share with any hit: about 18%.

Second line of a record – TDP1 cell CPT | TDP1 cell noCPT | KAT2A inh
COC(=O)c1ccc(N2C(=O)CC(N3CCN(C(=O)c4ccco4)CC3)C2=O)cc1 (stereo unspecified)
  -2.6% | -0.2% | 0.0%
Cc1ccc(C(=O)NC2(C(F)(F)F)NC(=O)N(c3ccc(Cl)cc3)C2=O)cc1 (stereo unspecified)
  -25.5% | -28.2% | 0.1%
CN1C(=O)C(=O)/C(=C(/O)c2ccccc2)C1c1ccc([N+](=O)[O-])cc1 (stereo unspecified)
  -11.4% | 13.6% | -27.3%
Cc1ccc(-n2c([S-])c(C(=O)NC(C)c3ccccc3)[n+]3ccccc23)cc1 (stereo unspecified)
  7.7% | ? | -11.9%
CCCCNC(=O)C1(C)CCCCN1C(=O)c1csnn1 (stereo unspecified)
  0.8% | 1.7% | .
COC(=O)c1ccc2nc(NC(=O)CSCC(=O)OCC(=O)c3ccccc3)sc2c1
  -4.6% | -16.1% | -6.2%
COC(c1ccccc1)c1c(-c2ccccc2)nn(C)c1Cl (stereo unspecified)
  1.46µM* | ? | -16.8%
CN(C)C(=O)c1ccc(N=Nc2c(O)c3ccccc3[nH]c2=O)cc1
  20.6µM* | 20.6µM* | .
Cc1cc(N2CCC(C)CC2)c(F)cc1[N+](=O)[O-]
  -17.6% | -9.1% | -0.6%
CC1CCC(CN2CCN=C2Nc2ccccc2)CC1 (stereo unspecified)
  ? | -28.8% | -0.9%
COc1ccccc1N1CCN(C(=O)CCNS(=O)(=O)c2cc(Br)cnc2N)CC1
  18.4µM* | ? | -0.2%
CC(=O)Nc1ccc(-c2ccnc3c2CC(C)(C(=O)NCc2ccc(F)c(F)c2)O3)cc1 (stereo unspecified)
  5.8µM* | 3.26µM* | .
O=C(O)c1ccccc1C=NNc1ccccn1
  -0.3% | 0.4% | .
C[C@H]1CN([C@@H](C)CO)C(=O)c2cc(Br)cnc2O[C@H]1CN(C)S(=O)(=O)c1cccs1
  -17.2% | ? | .
Cc1ccc(C)c(OCC(=O)Nc2ccncc2)c1
  ? | ? | -6.6%
NC(=O)C1CCN(C(=O)CC2C(=O)NCCN2Cc2cccc(Oc3ccccc3)c2)CC1 (stereo unspecified)
  3.6% | 8.8% | -2.9%
COC(=O)c1cc2sc(C)cc2n1Cc1ccc(F)cc1Cl
  -9.0% | -12.1% | -4.9%
COc1nc(NCC(C)C)nc(Oc2ccc(=O)n(-c3ccccc3)n2)n1
  -13.9% | -19.4% | -4.4%
Cc1nn(CC(=O)Nc2ccc(C(=O)N3CCCC3)cc2)c(=O)c2ccccc12
  -21.4% | ? | -1.2%
O=C(CCN1C(=O)/C(=C/c2ccccc2F)SC1=S)NCCCn1ccnc1
  -17.8% | -25.5% | -1.8%
Cc1cc(NS(=O)(=O)c2ccc3nc(-c4ccccc4)[nH]c3c2)ccc1Br
  ? | 14.6µM* | -7.4%
COc1ccc(NC(=O)c2cnc3ccccn3c2=O)c(OC)c1
  1.8% | -8.7% | .
COCC(=O)N1CCC(Oc2ccc(C(=O)NC(C)c3csc(C)n3)cc2)CC1 (stereo unspecified)
  1.8% | 22.3% | -3.4%
CCOC(=O)C(NC(C)=O)(Nc1ccc(S(N)(=O)=O)cc1)C(F)(F)F (stereo unspecified)
  1.8% | 3.0% | 1.1%
CC1(C(=O)NCC2CCCCC2)CCN1CCc1ccccc1 (stereo unspecified)
  ? | ? | .
Cc1ccc(C)c(NC(=S)N2CCC(c3nc4ccccc4s3)CC2)c1
  ? | -15.4% | -3.8%
CCC(=O)c1cn(CC(=O)Nc2cccc(C)c2)c2ccccc12
  -11.4% | -1.8% | ?
COc1cc(C(O)P(=O)(OC(C)C)OC(C)C)cc(OC)c1OC (stereo unspecified)
  17.8% | 4.7% | 36.4%[activator]
Cc1cc(C)cc(N(CC(=O)NC2CCC(C)CC2)S(=O)(=O)c2c(C)[nH]c(=O)[nH]c2=O)c1 (stereo unspecified)
  5.8% | -6.5% | -23.9%
CCCCn1c(N)c(N2CCOCC2)c(=O)n(CC(=O)NC(C)c2ccccc2)c1=O (stereo unspecified)
  16.2% | -2.4% | -15.6%
CC(=O)[C@@H]1[C@H]2[C@H](C(=O)[C@H]3OC[C@@H]2O3)[C@H]2C=Cc3ccccc3N21
  ? | 21.1µM* | .
O=C(NC(=S)Nc1ccccc1N1CCCC1)c1ccc(-c2cccc([N+](=O)[O-])c2)o1
  ? | ? | -12.1%
Cc1cc(C)n(Cc2ccc(NC(=O)c3nn(C)cc3[N+](=O)[O-])cc2)n1
  -2.6% | 2.3% | -1.5%
CC1(C)OC(=O)C(=CNC(CCC(N)=O)C(=O)O)C(=O)O1 (stereo unspecified)
  -0.2% | 5.7% | 0.8%
Brc1ccc(Oc2nnnn2-c2ccccc2)cc1
  -11.4% | -16.8% | -4.6%
CCOC(=O)Cc1csc(NC(=O)CSc2nnc(-n3nc(C)cc3C)c3ccccc23)n1
  -28.3% | ? | 4.0%
O=C(CC1N=C2c3ccccc3N=C(SCc3ccccc3Cl)N2C1=O)NCCc1ccccc1 (stereo unspecified)
  ? | ? | -12.8%
O=C(N/C(=C/c1cccs1)C(=O)N1CCCC1)c1ccccc1
  6.3% | -13.4% | -6.7%
CN1CCN(CC2(O)CCN(S(=O)(=O)c3ccc(Cl)cc3)CC2)CC1
  -4.5% | -28.1% | 1.5%
CC(=O)c1cn(C)c(=O)c2ccccc12
  26.9% | 4.7% | -9.7%

A few values from above.
Cc1cc(NS(=O)(=O)c2ccc3nc(-c4ccccc4)[nH]c3c2)ccc1Br in KAT2A inh is listed with -7.4%
CC1(C)OC(=O)C(=CNC(CCC(N)=O)C(=O)O)C(=O)O1 (stereo unspecified) in TDP1 cell noCPT is listed with 5.7%
CC(=O)c1cn(C)c(=O)c2ccccc12 in TDP1 cell CPT is listed with 26.9%
Cc1ccc(C)c(NC(=S)N2CCC(c3nc4ccccc4s3)CC2)c1 in KAT2A inh is listed with -3.8%

Remaining list, next part.
Second line of a record – TDP1 cell CPT | TDP1 cell noCPT | KAT2A inh
O=C1C2CCCN2C(c2ccco2)N1c1ccc(F)cc1 (stereo unspecified)
  3.9% | -1.3% | -6.2%
O=C(O)/C=C/C=C/c1ccccc1
  8.5% | -22.7% | -8.5%
Cc1ccc(C)c(CN2C(=O)CSc3ccc(C(=O)NCc4ccc(F)cc4)cc32)c1
  16.4µM* | ? | -4.0%
CCc1nnc(NC(=O)CSc2nc3c(C)cccc3[nH]2)s1
  14.2% | -8.7% | 0.0%
COc1ccc(C2C(C(=O)Nc3ccccc3)=C(C)Nc3nc(-c4ccccc4Cl)nn32)cc1OC (stereo unspecified)
  ? | ? | -8.7%
COc1ccccc1-c1noc(-c2ccccc2C(=O)N2CCOCC2)n1
  -15.6% | -22.6% | -3.5%
COc1ccc(C(=O)OCCNC(=O)c2ccncc2)cc1OC
  0.2% | -8.4% | -0.8%
NS(=O)(=O)c1ccc(CNC(=O)c2csc3c2CCCC3)cc1
  -20.0% | -28.9% | 4.2%
CCNc1nc(NC(C)C)nc(SCCOc2ccc(C)cc2)n1
  16.4µM* | 23.1µM* | -1.9%
O=C(Nc1ccc(-c2cn3c(n2)SCC3)cc1)c1ccc2c(c1)OCO2
  -2.1% | ? | -0.4%
CCCOc1cccc(C(=O)Nc2ccc(-c3nc4ccccc4s3)c(Cl)c2)c1
  ? | ? | 1.2%
COc1cc(C)c(C(C)C)cc1S(=O)(=O)NC1CC(C)(C)NC(C)(C)C1
  -26.3% | -11.9% | -24.0%
Cc1ccc(S(=O)(=O)N(CC(O)CN2CCCC2)c2ccccc2)cc1 (stereo unspecified)
  -17.0% | -0.1% | -2.0%
CCCSc1nc2sc3c(c2c(=O)n1Cc1ccccc1)CC(C)(CC)OC3 (stereo unspecified)
  18.4µM* | 11.6µM* | -1.7%
Cc1cc(C)[n+]2[nH]c(N)c(N=Nc3ccccc3)c2n1
  ? | 16.4µM* | -5.9%
O=C(O)C1CCN(c2ccc(S(=O)(=O)N3CCCCC3)cc2[N+](=O)[O-])CC1
  -2.4% | -3.7% | -10.4%
Cc1ccccc1-c1nc(-c2ccc(Br)o2)no1
  25.5% | 4.6% | -4.8%
Cc1ccc(NC(=O)C(=Cc2ccc(C(=O)O)cc2)C(=O)Nc2ccc(C)cc2C)c(C)c1
  5.17µM* | 2.91µM* | -7.7%
Cc1nnc(NC(=O)c2ccc3nccnc3c2)s1
  -17.6% | -30.0% | -1.3%
Cc1ccc(NS(=O)(=O)c2ccc(C(=O)Nc3nncs3)cc2)cc1
  -17.3% | ? | -6.9%
C=CCn1c(=NC(=O)c2ccc(S(=O)(=O)N3CCCc4ccccc43)cc2)sc2cc(S(N)(=O)=O)ccc21
  ? | ? | -4.8%
O=C(CN1CCc2ccccc2C1)Nc1ccc(F)cc1
  -9.7% | 5.8% | 0.7%
O=C(NCc1ccc(F)cc1)c1ccc2c(c1)nc1n2CCCCC1
  -28.7% | ? | -0.8%
COc1ccc(CCNC2CCC(c3ccccc3)CC2)cc1 (stereo unspecified)
  -73.3% | ? | 0.0%
CCC1(CC)C(C#N)C(=O)NC(=O)C1C#N (stereo unspecified)
  -3.2% | -26.3% | .
COc1ccc(C(=O)CN2C(=O)NC3(CCCCCC3)C2=O)c(OC)c1
  -20.1% | -22.0% | 0.3%
Fc1cccc(/C=C2\CCCC3=C2NC(=S)NC3c2cccc(F)c2)c1 (stereo unspecified)
  ? | 20.6µM* | -2.1%
CNC1=C([N+](=O)[O-])CC([N+](=O)[O-])=C(N2CCNCC2)N1C
  0.9% | 14.5% | -11.1%
Cc1cc2cc(CNC(=O)c3ccc(Br)o3)ccc2[nH]1
  ? | ? | ?
CN(C)S(=O)(=O)c1cccc(NC(=S)N/N=C/C(c2ccccc2)c2ccccc2)c1
  ? | 13µM* | 0.9%
CC(C)(C)n1cnc2cc(NC(=O)c3ccccc3)ccc21
  ? | ? | -13.1%
Cc1cccc(NC(=S)NNC(=O)c2cccc([N+](=O)[O-])c2)c1
  -14.8% | -21.7% | 2.2%
CCc1cccc(C)c1Nc1c(-c2ccsc2)nc2ncccn12
  5.8µM* | 7.31µM* | -5.2%
O=C(NCc1ccccc1)c1onc(CSc2ccc(F)c(F)c2)c1C(=O)NCc1ccccc1
  ? | -27.7% | .
Cn1c(S(=O)(=O)Cc2ccc(Cl)cc2)nc2ccccc21
  -11.4% | 0.5% | 45.3%[activator]
O=C(NCc1cccnc1)c1cc(C(=O)NCc2cccnc2)cc([N+](=O)[O-])c1
  -2.7% | 5.4% | .
CC(C)C(C(=O)O)N1C(=O)/C(=C/C=C/c2ccco2)SC1=S (stereo unspecified)
  ? | -24.7% | ?
OC(COc1ccc2ccccc2c1Br)Cn1ccnc1 (stereo unspecified)
  ? | 20.6µM* | 0.8%
CC(C)c1c(C(=O)N/N=C/c2ccsc2)nnn1-c1nonc1N
  -7.6% | -13.6% | 2.0%
S=c1nc(-c2ccccc2Br)[nH][nH]1
  ? | -16.5% | ?
CCC1CN(C(=O)N2CCC(C(=O)NCCc3ccccc3Cl)CC2)c2cc(C)ccc2O1 (stereo unspecified)
  16.4µM* | 20.6µM* | -7.8%
CCOc1ccc(C(=O)Nc2ccc(NC(=O)c3cccs3)cc2)cc1[N+](=O)[O-]
  -0.3% | -2.3% | -4.5%
C=CCNc1oc(Cc2cccc3ccccc23)nc1C#N
  -4.0% | -14.5% | -4.7%
COc1ccccc1CN1CCNC(=O)C1CC(=O)N(C)CC1CCOCC1 (stereo unspecified)
  -8.1% | 17.6% | ?
O=C(C[C@H]1C[C@@H]2c3cc(NC(=O)c4ccc5c(c4)OCO5)ccc3O[C@@H]2[C@H](CO)O1)NCc1cc(F)ccc1F
  ? | 25.9µM* | .
O=C(Cc1ccc(Br)cc1)NCc1ccccc1
  2.91µM* | 2.06µM* | -0.1%
COc1ccc2c(c1)C(=O)C(=O)N2CCS(=O)(=O)c1ccccc1
  7.31µM* | 2.31µM* | -14.9%

Part of the list above in another layout.
| SMILES | TDP1 cell CPT | TDP1 cell noCPT | KAT2A inh |
| --- | --- | --- | --- |
| O=C(C[C@H]1C[C@@H]2c3cc(NC(=O)c4ccc5c(c4)OCO5)ccc3O[C@@H]2[C@H](CO)O1)NCc1cc(F)ccc1F | ? | 25.9µM* | . |
| COc1ccccc1CN1CCNC(=O)C1CC(=O)N(C)CC1CCOCC1 (stereo unspecified) | -8.1% | 17.6% | ? |
| COc1ccc2c(c1)C(=O)C(=O)N2CCS(=O)(=O)c1ccccc1 | 7.31µM* | 2.31µM* | -14.9% |
| CCC1CN(C(=O)N2CCC(C(=O)NCCc3ccccc3Cl)CC2)c2cc(C)ccc2O1 (stereo unspecified) | 16.4µM* | 20.6µM* | -7.8% |

Source: PubChem (National Center for Advancing Translational Sciences (NCATS))
